# FBW7 act – human FBW7 E3 ligase activation, primary screen; AlphaScreen FBW7–phospho-cyclin E peptide binding, activator screen; actives 0.13% (n = 650,000); normalized activity (activation), % at 26.1 µM; in the data active = normalized activity above about 1.9%;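 also: purified mutant Fbw7 with reduced substrate affinity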
# MITF inh – blocks human microphthalmia-associated transcription factor | O75030 | AlphaScreen MITF homodimerization, bead proximity signal | inhibition, % at 2.6 µM | actives 0.91% (n = 650,000); in the data active = inhibition above about 50%;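 also: 0% = vehicle wells with protein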
# Target sequence (O75030 whole entry, looked up): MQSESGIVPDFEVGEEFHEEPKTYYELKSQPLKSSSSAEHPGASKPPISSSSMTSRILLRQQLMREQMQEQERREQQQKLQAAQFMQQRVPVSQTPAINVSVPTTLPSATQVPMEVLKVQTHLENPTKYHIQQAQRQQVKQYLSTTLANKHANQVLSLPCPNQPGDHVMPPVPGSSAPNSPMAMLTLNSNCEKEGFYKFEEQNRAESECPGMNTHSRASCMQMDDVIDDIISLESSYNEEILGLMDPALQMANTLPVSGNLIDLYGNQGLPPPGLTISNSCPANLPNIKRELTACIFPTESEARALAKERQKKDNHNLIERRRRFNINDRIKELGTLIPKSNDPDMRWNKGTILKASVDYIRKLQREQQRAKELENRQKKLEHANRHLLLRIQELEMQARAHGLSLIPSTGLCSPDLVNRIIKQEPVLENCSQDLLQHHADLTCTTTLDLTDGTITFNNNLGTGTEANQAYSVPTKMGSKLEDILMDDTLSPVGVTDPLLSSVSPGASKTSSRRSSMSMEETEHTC
# TEAD-YAP block – TEAD-YAP interaction inhibition; AID 1259422; inhibition, % at 9.12 µM; actives 1.4% (n = 640,000); HEK-TIYL cells, TEAD-Gal4/YAP UAS-luciferase luminescence; in the data active = inhibition above about 32%;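 also: 0% = median of test compound wells and 100% = reference inhibitor wells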
# GPR151 ag – activates the human receptor GPR151. Q8TDV0. PathHunter beta-arrestin GPR151 cells, luminescence. activation, % at 11.2 µM. actives 1% (n = 650,000). AID 1508602; in the data active = activation above about 4.9%;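 also: 0% = median of compound wells and 100% = cells with positive control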
# Target sequence (Q8TDV0 whole entry, looked up): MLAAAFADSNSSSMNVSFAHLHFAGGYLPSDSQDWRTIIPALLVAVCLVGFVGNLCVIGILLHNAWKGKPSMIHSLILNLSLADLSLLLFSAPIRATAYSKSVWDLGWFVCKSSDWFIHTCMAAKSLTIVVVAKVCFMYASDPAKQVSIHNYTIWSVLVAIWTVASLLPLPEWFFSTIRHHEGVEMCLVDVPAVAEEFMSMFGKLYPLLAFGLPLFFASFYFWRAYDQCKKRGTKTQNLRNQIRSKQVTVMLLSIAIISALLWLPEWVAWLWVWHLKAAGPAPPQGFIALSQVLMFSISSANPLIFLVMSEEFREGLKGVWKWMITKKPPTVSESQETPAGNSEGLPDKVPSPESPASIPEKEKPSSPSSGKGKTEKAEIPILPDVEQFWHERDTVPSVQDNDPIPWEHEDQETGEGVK
# An asterisk follows results filed as active. The order is random (roughly 3.4% active in at least one column).
SMILES,FBW7 act,MITF inh,TEAD-YAP block,GPR151 ag
COCCCNC(=O)CC1C(=O)NCCN1C/C=C/c1ccccc1OC (stereo unspecified),-0.1,2,2,0.0
Cc1c(Nc2nc3ccccc3n3cnnc23)cccc1[N+](=O)[O-],0.4,2,-3,-1.3
COc1ccc(NC(=O)C(=O)NCC2CCCO2)cc1Cl (stereo unspecified),0.1,9,-18,-1.3
CCNC(=O)/C(C#N)=C/c1c(Oc2ccc(Cl)cc2)nc2ccccn2c1=O,0.0,0,-9,-6.4
N#C/C(=C\c1ccc2cccnc2c1)c1nc2ccccc2c(=O)[nH]1,0.3,14,-5,0.8
Cn1c(=O)c2c(ncn2CC(=O)Nc2ccc(F)cc2)n(C)c1=O,-0.2,-4,-7,0.4
Cn1c(NNC(=O)c2cc(Br)ccc2Cl)cc(=O)n(C)c1=O,-0.1,5,5,0.7
CCc1nnc(NS(=O)(=O)c2ccc(NC(=O)CSc3nc4ccccc4s3)cc2)s1,0.0,1,9,-0.8
COc1cc(/C=C(/C(C)=O)[N+](=O)[O-])ccc1O,0.0,2,1,-0.5
CC1SC(NC(=O)CSc2nc3ccccc3s2)=NC1=O (stereo unspecified),-0.1,-2,7,0.5
CCCCCc1nnc(NS(C)(=O)=O)s1,-0.2,-4,-4,0.0
O=C(NCC1CCCN(Cc2ccc3nsnc3c2)C1)c1ccc2c(c1)OCO2 (stereo unspecified),0.0,-2,2,0.6
O=C(O)CCC(=O)C12CC3CC(CC(C3)C1)C2,0.0,14,8,0.1
CCOC(=O)C1C(c2ccc(C(F)(F)F)cc2)NC(=S)NC1(O)C(F)(F)F (stereo unspecified),-0.1,4,5,-2.0
Cc1c(C(=O)Nc2nc3ccccc3[nH]2)cccc1[N+](=O)[O-],-0.1,-4,-64,-1.5
COc1ccc(NC(=O)COC(=O)C2CC(=O)N(c3ccc(OC(C)C)cc3)C2)cc1 (stereo unspecified),0.1,6,8,1.8
CCOc1ccc(NC(=O)N2CCCC2C(=O)Nc2ccc(NC(C)=O)cc2)cc1 (stereo unspecified),0.3,-11,13,0.2
CN(C)c1ccc(/C=C(\C#N)c2nc(-c3ccc(Br)cc3)cs2)cc1,0.0,3,3,-0.8
O=C(NCc1ccccc1Cl)c1cc(Sc2ccccc2Cl)nc2ccccc12,0.0,5,9,1.0
CCCOc1ccc(Nc2ncnc3ccccc23)cc1,0.2,7,-31,0.1
O=C(CN(C1=NCCCCC1)c1ccc(Br)cc1)c1ccc(C2CCCCC2)cc1,0.1,-9,8,1.7
C=CCOc1ccc(/C=c2\sc3nc(-c4ccc(Br)cc4)nn3c2=O)cc1,0.1,3,-6,0.6
CCn1c(=O)n(CC(=O)Nc2ccc(Br)cc2C)c(=O)c2ccccc21,0.7,5,-5,-0.1
COc1ccc(/C=C2\C=C(c3ccccc3)N(c3cccc([N+](=O)[O-])c3)C2=O)cc1Br,-0.1,10,1,-1.2
COc1cc(CN2CCc3nnc(-c4ccccc4)n3CC2)ccc1F,0.2,13,10,-0.6
CCc1ccccc1NC(=O)CCN1C(=O)C2CCCCC2C1=O (stereo unspecified),0.0,7,10,1.5
O=C1OC(/C=C/c2ccc([N+](=O)[O-])cc2)=NC/1=C/c1cccs1,0.0,7,10,0.7
O=C(c1cccc([N+](=O)[O-])c1)N1CCN(C(=O)N2CCOCC2)CC1,0.0,-1,-9,-0.6
CCc1ccc(NC(=S)N(CCCN2CCCC2)Cc2cccs2)cc1,0.0,1,2,-0.3
CN(C)c1cccc(Nc2ccc(N3CCC(C(=O)NCCCN4CCCC4=O)CC3)nn2)c1,0.2,18,-4,-1.7
COc1cccc(CC2(CCC(=O)NCCc3c[nH]c4ccccc34)CCC(=O)N2)c1 (stereo unspecified),0.1,14,13,0.1
O=C1CC(c2ccccc2)CC2=C1C(c1cccc(OC(=O)c3ccccc3)c1)N(C(=O)c1ccccc1)c1ccccc1N2 (stereo unspecified),0.0,2,-5,-0.8
CCCCCc1ccc(-c2ccc(C3OCC(CCC)CO3)cc2)nc1 (stereo unspecified),0.0,2,1,0.2
Cc1ccccc1CNc1ccc(-c2nn3c(C)nnc3s2)cc1,0.1,-4,-10,0.4
CCOc1ccc(OCC)c(S(=O)(=O)N2CCN(c3ccc(F)cc3)CC2)c1,0.1,18,6,-0.5
Fc1ccc(-c2csc(=Nc3cccc(C(F)(F)F)c3)n2CCc2ccccc2)cc1,0.0,6,3,-0.5

# Ordered by count of non-hydrogen atoms (highest first): 12 of the compounds above
SMILES,FBW7 act,MITF inh,TEAD-YAP block,GPR151 ag
O=C1CC(c2ccccc2)CC2=C1C(c1cccc(OC(=O)c3ccccc3)c1)N(C(=O)c1ccccc1)c1ccccc1N2 (stereo unspecified),0.0,2,-5,-0.8
CN(C)c1cccc(Nc2ccc(N3CCC(C(=O)NCCCN4CCCC4=O)CC3)nn2)c1,0.2,18,-4,-1.7
Fc1ccc(-c2csc(=Nc3cccc(C(F)(F)F)c3)n2CCc2ccccc2)cc1,0.0,6,3,-0.5
O=C(CN(C1=NCCCCC1)c1ccc(Br)cc1)c1ccc(C2CCCCC2)cc1,0.1,-9,8,1.7
O=C(NCc1ccccc1Cl)c1cc(Sc2ccccc2Cl)nc2ccccc12,0.0,5,9,1.0
CCOc1ccc(OCC)c(S(=O)(=O)N2CCN(c3ccc(F)cc3)CC2)c1,0.1,18,6,-0.5
C=CCOc1ccc(/C=c2\sc3nc(-c4ccc(Br)cc4)nn3c2=O)cc1,0.1,3,-6,0.6
COc1cc(CN2CCc3nnc(-c4ccccc4)n3CC2)ccc1F,0.2,13,10,-0.6
CN(C)c1ccc(/C=C(\C#N)c2nc(-c3ccc(Br)cc3)cs2)cc1,0.0,3,3,-0.8
CCc1ccccc1NC(=O)CCN1C(=O)C2CCCCC2C1=O (stereo unspecified),0.0,7,10,1.5
O=C1OC(/C=C/c2ccc([N+](=O)[O-])cc2)=NC/1=C/c1cccs1,0.0,7,10,0.7
CCCOc1ccc(Nc2ncnc3ccccc23)cc1,0.2,7,-31,0.1

# Carrying on.
SMILES,FBW7 act,MITF inh,TEAD-YAP block,GPR151 ag
O=C1c2ccccc2C(=O)N1CN1C(=O)c2ccccc2S1(=O)=O,-0.1,-8,-3,0.0
Clc1cccc(N2CCN(c3nc4ccccc4n4cnnc34)CC2)c1,-0.1,8,5,-0.5
O=C1c2cccnc2C(Nc2cccc(F)c2)N1Cc1cccs1 (stereo unspecified),0.0,-5,-3,0.2
Cc1cc(C(F)F)n2nc(C(=O)Nc3sc4c(c3C#N)CCCC4)nc2n1,-0.1,-7,1,0.1
Cn1c(=O)c2c(nc(N3CCCCC3)n2CCCNC2=NCCCC2)n(C)c1=O,0.1,14,-5,1.4
CCOC(=O)c1c(NC(=O)c2ccc(N(C)C)cc2)sc2c1CCN(C(=O)OCC)C2,0.0,8,-1,3.6
Cc1cc2nc(Nc3ncc4c(n3)CC(c3ccco3)CC4=O)nc(C)c2cc1C (stereo unspecified),0.0,20,0,-0.8
COc1ccc(NC(=O)c2ccc(NC3=NC4CS(=O)(=O)CC4S3)cc2)c(OC)c1 (stereo unspecified),0.6,14,-6,1.4
Cc1nc(SCC(=O)N2CCCC2=O)c2c3c(sc2n1)CCCC3,-0.1,9,3,0.2
COC(=O)CN(C)C(=O)CC1C(=O)NCCN1Cc1cccs1 (stereo unspecified),-0.1,-1,-5,0.5
O=C(O)CCC(=O)N1CCc2c(F)c(F)c(F)c(F)c21,-0.1,3,4,3.1
COc1ccc(CC(=O)NNC(=O)c2ccccc2Br)cc1,0.1,-5,4,2.3
CC(C)(C)NC(=O)C(c1ccccc1)N(Cc1cccs1)C(=O)c1csnn1 (stereo unspecified),-0.1,7,2,-0.7
CC1CC1c1ccc(/C=C(\C#N)C(=O)Nc2ccc([N+](=O)[O-])cc2)o1 (stereo unspecified),-0.1,2,-16,0.6
COc1ccccc1/C(O)=C/c1nc2cc3c(cc2[nH]c1=O)n(C)c(=O)n3C,-1.4,28,1,-0.9
COc1ccc(C(=O)CC(Nc2ccc3ccccc3c2)c2cccnc2)cc1 (stereo unspecified),-0.1,1,-12,0.1
Cc1ccc(OCCOc2ccc(Br)cc2)c([N+](=O)[O-])n1,0.0,-6,-85,-0.8
CCOC(=O)c1oc2ccccc2c1NC(=O)c1ccc(OC)cc1OC,0.1,-5,-5,0.6
CN1C(=O)[C@H]2CN(C(=O)c3ccccc3)CCN2C(=O)[C@@H]1Cc1ccccc1,-0.1,9,-11,5.3*
O=C(CSc1n[nH]c(-c2cccc([N+](=O)[O-])c2)n1)Nc1cccc(C(F)(F)F)c1,0.1,-2,11,0.1
CN(C)C(CNC(=S)Nc1ccccc1)c1cccnc1 (stereo unspecified),-0.1,6,14,1.1
Cc1ccc(NCC2OCc3ccccc3CO2)cc1,-0.1,7,-63,-0.3
Cc1ccc(CSc2nc3ccccc3c(=O)n2Cc2ccco2)cc1,0.0,-3,2,-0.7
Cc1cccc(-n2c(O)c(/C=C3\C=CC=N3)c(=O)[nH]c2=O)c1,0.6,13,30,-0.3
c1ccc(CNc2c3c(nc4ncnn24)CCC3)cc1,0.0,10,8,0.5
O=C(Nc1nc2ccccc2s1)c1c(O)c2ccccc2[nH]c1=O,0.1,12,2,1.5
O=C1NC(=S)NC(=O)C1=Cc1cn(-c2ccccc2)nc1-c1ccccc1,0.1,13,-2,0.5
COC(=O)CC1(O)C(=O)C=C(c2ccc(C)cc2)N1c1ccccc1 (stereo unspecified),0.1,-25,2,3.3
Cc1ccc(-c2noc(CCC(=O)N(C)c3ccccc3Cl)n2)cc1,0.3,15,14,-0.7
Cc1ccc(N=Nc2c(O)[nH]c(=O)[nH]c2=O)cc1Br,0.0,-6,-9,3.1
O=C(CC(=O)N1CCCCCC1)Nc1ccc2nc3n(c(=O)c2c1)CCCCC3,1.0,10,-8,0.4
O=C(Nc1ccccc1C(=O)Nc1ccc(Cl)cc1)c1cccs1,-0.1,4,10,2.6
CCCNc1cc(C)nc(-c2ccc(C(N)=O)cc2)n1,0.0,5,-22,0.8
COc1ccc(C(=O)CSc2nc3ccc([N+](=O)[O-])cc3[nH]2)cc1,0.1,-1,12,-0.5
CCCOc1ccc(/C=C/C(=O)Nc2cc([N+](=O)[O-])ccc2OC)cc1,-0.1,4,0,-0.3
Cc1ccc(C(=O)N/N=C\c2cccc(Br)c2)cn1,0.0,16,0,0.1
CCOC(=O)C1=C(C)N=c2s/c(=C/c3ccc(-c4ccc([N+](=O)[O-])cc4Cl)o3)c(=O)n2C1c1ccc(Cl)cc1 (stereo unspecified),0.0,10,-7,0.2
COCCN1C(=O)CC(CC(=O)N2CC3CCC2C3)(c2ccccc2F)C1=O (stereo unspecified),-0.1,-13,-8,-0.4
CCC(=O)N(Cc1ccco1)Cc1cc2cc(OC)c(OC)cc2[nH]c1=O,0.2,14,3,-1.1
Cc1c(C(=O)Nc2ccc(F)cc2)sc2ncnc(N3CCN(c4ccccc4)CC3)c12,0.0,-1,-2,0.8
COc1cc(C(=O)NNC(=O)COc2ccccc2C)cc(OC)c1OC,0.0,-10,0,-0.1
COc1ccc(N2C(=O)CC(NCc3cccnc3)C2=O)cc1 (stereo unspecified),0.4,-7,-4,-0.6
O=C(NCc1cccnc1)c1cc2c(Cl)nc3ccccc3c2s1,-0.1,1,2,-0.4
COc1ccc(S(=O)(=O)N(C)CC(=O)O)cc1C,0.3,1,2,-1.2
NC(=O)C1CCN(C(c2ccccc2Cl)c2nnnn2CC2CCCO2)CC1 (stereo unspecified),0.2,10,-1,-0.7
NC(=O)CSc1nnc(NC(=O)c2cc(Cl)ccc2Cl)s1,0.3,6,-11,4.0
COc1cc2nc(Nc3cccc(N(C)C)c3)nc(NCCc3ccc(O)cc3)c2cc1OC,-0.2,9,-1,2.5
CCCCOC(=O)c1cccc(NC(=O)c2ccc(Br)cc2)c1,0.0,-4,-34,0.5
Cc1ccc(-n2c(=O)[nH]cc(C(=O)Nc3ccccc3C)c2=O)cc1C,0.0,7,3,0.3
O=C1NC(c2ccc(Cl)cc2)/C(=C(\O)c2ccc(Br)cc2)C1=O (stereo unspecified),-0.2,5,2,0.0
CCCOC(=O)c1ccc(NC(=O)c2sc3nc(C)cc(C)c3c2N)cc1,0.0,-1,-50,0.2
C=CCn1c(-c2cccnc2)nn(C2CC(=O)C3OCC2O3)c1=S (stereo unspecified),-0.1,7,-2,0.3
COc1ccc(OC)c(C(=O)CN2CCN(c3ccc(Cl)cc3)CC2)c1,0.1,8,13,-0.8
COc1ccc2cc3c(N)nn(C(=O)c4ccc([N+](=O)[O-])c(C)c4)c3nc2c1,-0.1,-1,17,0.6
O=C1CN(C(=O)c2ccccc2C(=O)O)c2ccccc2N1,0.1,-6,-8,0.7

# Screening data (PubChem)
